Bioassay records as filed in PubChem.
NOD1 NF-kB reporter – NOD1 signaling inhibitors, primary screen, cell-based, luminescence, uHTS (AID 1578); NOD1-driven NF-kB luciferase reporter cells, luminescence; higher % means a stronger effect; inhibition, % at 4 µM; hits with a dose series show EC50 in µM; 290,000 tested, 1% active; in the data active = inhibition mostly above about 36%, no sharp cut-off; inactive = mostly below about 34%;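 also: HEK-293T reporter cells stimulated with the NOD1 agonist gamma-tri-DAP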
HEK293 NOD2/NF-kB – NOD2 signaling inhibitors, cell-based, luminescence, uHTS, HEK293 (AID 1566) | 290,000 tested, 0.63% active | inhibition, % at 4 µM, or EC50 in µM where a hit was titrated | HEK293 NOD2/NF-kB luciferase reporter, luminescence; higher % means a stronger effect; in the data active = inhibition above about 50%; also: many of its hits are not listed in these tables
Active calls of the source: *. A portion of the library; the hit share may differ from the screen's.

SMILES	NOD1 NF-kB reporter	HEK293 NOD2/NF-kB
[N-]=[N+]=N[C@@H](CCN1CC[C@H](O)CCC1=O)c1ccccc1	-9.2%	0.8%
Cn1c(SCC(N)=O)nnc1-c1ccc(S(=O)(=O)N2CCCC2)cc1	-17.5%	4.7%
CCc1nnc(SCC(=O)NCCC2=CCCCC2)nc1CC	-9.5%	2.3%
COC(=O)c1ccc(/C=C2/C(=O)Oc3ccccc32)cc1	42.3%	-13.1%
CCOC(=O)C1CCN(C(=O)c2cc3cc(F)ccc3[nH]2)CC1	-2.7%	5.9%
Cc1cccc(C(=O)C2CCN(S(=O)(=O)c3cccc(C(=O)O)c3)CC2)c1	12.2%	-17.0%
CCOc1ccc(N(CC(=O)NC(C)(C)C)C(=O)CCC(=O)Nc2nccs2)cc1	-21.5%	3.1%
CC(=O)Nc1ccc(S(=O)(=O)N2CCC(C(=O)NCCc3ccc(Cl)cc3)CC2)cc1	-9.7%	-17.9%
O=C(Nc1ccc2nc3n(c(=O)c2c1)CCCCC3)C(=O)N1CCN(c2ccc(F)cc2)CC1	-7.7%	27.5%
Cc1ccc(NC(=O)c2ccc(=O)[nH]n2)cc1C	-3.0%	-2.9%
COc1ccccc1Nc1nc(-c2cccnc2)cs1	-27.3%	-18.5%
COC(=O)c1ccc(Oc2ccc(S(=O)(=O)N3CCCCC3)cc2N)cc1	6.7%	39.2%

SMILES	NOD1 NF-kB reporter	HEK293 NOD2/NF-kB
N#C/C(=C\c1ccccc1O)C(=O)Nc1ccccn1	-4.4%	-21.8%
CCOC(=O)C1CCCN(CCSc2ccc(C)cc2)C1 (centres undefined)	11.1%	16.6%
COc1cc2c(cc1OC)[C@@H](Cc1ccc(OCCC#N)cc1)N(C)CC2	-0.9%	9.4%
COc1cc(C(=O)NC2CC3CCCC(C2)N3Cc2ccccc2)cc(OC)c1OC (centres undefined)	-13.3%	3.2%
O=C(NC1CCCc2ccccc21)c1ccc(F)cc1F (centres undefined)	-36.6%	-1.3%
COC(=O)C1=CN(c2cccc(Cl)c2)C=C(C(=O)OC)C1c1cccc(OC)c1	7.0%	14.8%
O=C(CSc1ccc(Br)cc1)Nc1ccccc1N1CCOCC1	8.6%	-12.2%
Cc1ccc(N2C(=O)Nc3ccccc3C2(O)C(=O)NCCCOC(C)C)cc1C (centres undefined)	-12.8%	16.3%
CN(Cc1ccccc1)C(=O)c1cccc(N2C(=O)C3CC=CCC3C2=O)c1 (centres undefined)	1.7%	-8.9%
COCC1CCN(C(=O)c2ccc3oc(Cc4ccccc4)nc3c2)C1 (centres undefined)	25.7%	-1.9%
COc1ccc(N2CCN(C3CCCCC3NS(=O)(=O)c3ccccc3)CC2)cc1 (centres undefined)	-13.5%	10.2%
Cc1cc(S(=O)(=O)N2CCN(C(=O)c3ccco3)CC2)ccc1F	-11.7%	8.9%

SMILES	NOD1 NF-kB reporter	HEK293 NOD2/NF-kB
COc1ccc(OC)c(C(=O)NC(CC(N)=O)c2ccc(NCCN3CCCCC3)c([N+](=O)[O-])c2)c1 (centres undefined)	-11.0%	16.6%
CCCCNc1nc(Nc2ccc(C)c(Cl)c2)c2cnn(C)c2n1	4.6%	32.0%
COc1ccc(OC)c(C(=O)NC(CC(N)=O)c2ccc(NCc3ccccn3)c([N+](=O)[O-])c2)c1 (centres undefined)	2.2%	2.3%
Cc1ccc(CNC(=O)C2CCN(S(=O)(=O)N3CC(C)CC(C)C3)CC2)cc1 (centres undefined)	-13.0%	12.7%
O=C(NCCc1ccccn1)c1cncc(Br)c1	31.8%	-45.8%
CCCOc1ccc(Cc2c(O)nc(SC)[nH]c2=O)cc1C	-7.7%	5.9%
COc1ccc(OC)c(NC(=O)N2CCCc3ccccc32)c1	-40.3%	2.5%
CC1Cc2ccccc2N1Cc1ccc([N+](=O)[O-])cc1 (centres undefined)	6.2%	-4.2%
Cc1cc([N+](=O)[O-])ccc1Nc1nc2ccccc2n2cnnc12	-12.7%	7.9%
COc1cc(OC)cc(C(=O)N2CCC3(CC2)NCCc2[nH]cnc23)c1	-20.2%	1.5%
CC(=O)Nc1ccc(NC(=O)Cn2cnc(S(=O)(=O)N3CCOCC3)c2)cc1	-3.6%	4.5%
CC(=O)N1CCN(C(=O)C2(NC(=O)Nc3cccc(F)c3)CCCCC2)CC1	11.7%	-5.6%

SMILES	NOD1 NF-kB reporter	HEK293 NOD2/NF-kB
CC(NS(=O)(=O)c1ccccc1Cl)C1CC2CCC1C2 (centres undefined)	19.9%	-63.8%
Cc1ccc(C(=O)C[n+]2ccccc2)cc1	8.7%	20.8%
CCC(C)[C@H](NC(=O)C1CCN(C(=O)[C@H](Cc2ccccc2)NC(=O)OC(C)(C)C)CC1)C(=O)O (some centres undefined)	4.7%	-22.8%
Cc1ccc(OC(C)C(=O)N(C)Cc2ccccc2)c([N+](=O)[O-])n1 (centres undefined)	-22.3%	-4.6%
CC(=O)NCCC(=O)N(Cc1ccccc1)c1nc2c(C)cccc2s1	3.3%	4.8%
Cc1cc(NC(=O)c2ccc(Cl)cc2)cc(C)c1OCC(=O)N1CCOCC1	-11.3%	-41.7%
Cc1ccccc1-c1nc(CS(=O)(=O)CC(=O)NCc2ccc(F)cc2)c(C)o1	-21.2%	-1.2%
O=c1[nH]c2ccccc2cc1CN(Cc1cccnc1)S(=O)(=O)c1ccc(Cl)cc1	-21.7%	15.9%
S=C(NCCc1cccc(Cl)c1)NC1CCCCC1	-50.0%	-37.7%
CCC(=O)N1CCc2cc(Br)cc(S(=O)(=O)N3CCCC(C(=O)O)C3)c21 (centres undefined)	-13.1%	-2.2%
COc1ccccc1NC(=O)Cc1ccsc1	-38.3%	-9.0%
CC(C)(C)C(=O)N1CCN(c2ccc(NC(=O)c3ccc4c(c3)OCCO4)cc2)CC1	-4.2%	18.7%

SMILES	NOD1 NF-kB reporter	HEK293 NOD2/NF-kB
COc1cc(C(=O)OCC(=O)N2CC(C)OC(C)C2)cc(OC)c1OC (centres undefined)	25.4%	-6.4%
COc1ccc(NC(=O)CSc2nnc(C)c(=O)n2N)cc1	-39.1%	-8.8%
COc1cccc(CN2CC(C(=O)NCCOc3cccnc3)CCC2=O)c1 (centres undefined)	-28.1%	9.6%
Cc1ccccc1C(=O)Nc1ccnn1C1CCN(Cc2cnn(C(C)C)c2)CC1	20.0%	0.9%
CCN(CC)S(=O)(=O)c1ccc(N2CCN(C)CC2)c(NC(=O)Nc2ccc(C)cc2)c1	24.3%	-10.0%
COC(=O)c1c(C(=O)OC)c(-c2cccc(F)c2)n2c1CS(=O)C2 (centres undefined)	-5.7%	6.2%
COc1cccc(NC(=O)CCCCCn2nnc3ccccc3c2=O)c1	-7.8%	21.4%
COc1ccc(S(=O)(=O)N[C@@H](CSCc2ccccc2)C(=O)O)cc1	-27.3%	-1.1%
N#Cc1nc(-c2ccccc2)oc1N1CCC(C(N)=O)CC1	-3.1%	18.1%
CCCCN(C(=O)CCC(=O)Nc1cc(C)on1)C(C(=O)NC1CCCC1)c1ccc(OC)cc1 (centres undefined)	-2.8%	1.1%
Cc1cccc(/C=C2\Sc3ccc(C(=O)N4CCC(C(N)=O)CC4)cc3N(C)C2=O)c1	9.5%	1.2%
Cc1ccc(CCNS(=O)(=O)c2cc3c(cc2C)NC(=O)CO3)cc1	-10.0%	14.4%

SMILES	NOD1 NF-kB reporter	HEK293 NOD2/NF-kB
O=C(NCCCN1CCCC1=O)Nc1ccc(Cl)cc1Cl	-34.9%	-14.1%
CCC(C)(C)C(=O)O[C@H]1C[C@@H](C)C=C2C=C[C@H](C)[C@H](CC[C@@H]3C[C@@H](O)CC(=O)O3)[C@H]21	-26.2%	3.9%
COC(=O)C(Cc1c[nH]c2ccccc12)NC(=O)C(=O)c1c[nH]c2ccccc12 (centres undefined)	-7.5%	10.0%
COc1cc(NC(=O)c2ccc(C)cc2C)ccc1NC(=O)c1cc2ccccc2o1	-25.4%	-0.1%
COc1ccc(C2=NN(C(=O)CCC(=O)O)C(c3ccc([N+](=O)[O-])cc3)C2)cc1 (centres undefined)	9.5%	6.1%
CCC(C)N1CC(=O)N2Cc3[nH]c4ccccc4c3C[C@H]2C1=O (some centres undefined)	-14.6%	-4.4%
CSCCOC(=O)C1=C(C)NC(=O)NC1c1ccc2c(c1)OCO2 (centres undefined)	-24.6%	2.2%
CC1CCN(Cc2nnnn2CCCC(=O)N(C)C(C)c2ccccn2)CC1 (centres undefined)	-8.2%	-12.7%
CCOCCCN(C(=O)Cn1nnc(-c2ccc(OC)c(OC)c2)n1)C(C(=O)NCC1CCCO1)c1ccc(F)cc1 (centres undefined)	1.2%	7.0%
Cc1ccc2c(Cl)c(C(=O)NCC(c3ccco3)N3CCCC3)sc2c1 (centres undefined)	-20.5%	-26.7%
O=C(CCOc1ccccc1)Nc1ccnn1C1CCN(C(=O)CCC(F)(F)F)CC1	-10.0%	-2.5%
N=c1oc2cc(O)ccc2cc1C(=O)Nc1ccc(F)cc1	-10.1%	-74.5%

SMILES	NOD1 NF-kB reporter	HEK293 NOD2/NF-kB
NS(=O)(=O)c1ccc(CCNC(=O)c2ccc(OCC3CCCO3)cc2)cc1 (centres undefined)	-26.0%	-1.4%
COc1ccc2oc(=O)c(C(=O)NCc3ccc(C)cc3)cc2c1	-30.3%	17.9%
COc1ccc(Cn2c(CO)cnc2SCC(=O)Nc2cccc(NC(C)=O)c2)cc1	-14.1%	5.7%
CCC(C(=O)NC1CCCC1)N(C(=O)c1snc(C(N)=O)c1N)c1ccc(OC)c(OC)c1 (centres undefined)	-20.0%	14.0%
CC(C)[C@H](NC(=O)c1ccccc1Cl)C(=O)OCC(=O)NC(=O)NC1CCCC1	1.1%	8.2%
Cc1cc(C)c(NS(=O)(=O)c2ccc3c(c2)n(C)c(=O)n3C)c(C)c1	-14.4%	6.4%
Cc1ccc(NC(=O)CCNC(=O)c2ccc([N+](=O)[O-])cc2)cc1C	-4.4%	-1.5%
N=C1/C(=C/c2ccc(OCc3ccccc3F)cc2)C(=O)N=C2SC(CC(=O)N3CCOCC3)=NN12	-28.2%	-8.7%
C=CCOc1cccc(/C=N/NC(=O)C(OC)c2ccccc2)c1 (centres undefined)	-13.6%	4.8%
CC(=O)Oc1ccc2nc(/C=C/c3ccc(C=O)cc3)oc(=O)c2c1	-24.0%	14.0%
O=C(Nc1ccc(C(=O)N2CCOCC2)cc1)c1ccccc1[N+](=O)[O-]	-33.5%	-0.6%
O=[N+]([O-])c1c(Nc2ccccc2O)cc(Cl)c2nonc12	-18.5%	0.9%

SMILES	NOD1 NF-kB reporter	HEK293 NOD2/NF-kB
Cc1ccc(NC(=O)COc2ccccc2)cc1Cl	-38.0%	0.1%
CCOc1ccc(NC(=O)CSc2nnc(-c3cc(C)[nH]n3)n2N)cc1	-22.8%	4.5%
CCOc1ccc(S(=O)(=O)NCCC(=O)Nc2ncccc2C)cc1	-3.4%	11.1%
NS(=O)(=O)c1ccc(Nc2c([N+](=O)[O-])cncc2[N+](=O)[O-])cc1	-1.9%	18.1%
Cc1nc(NC(=O)CN2CCOCC2)sc1C(=O)N(C)C	7.2%	14.1%
Fc1ccc(COc2ccc(-c3nnco3)cc2)c(Cl)c1	-58.6%	-19.3%
COc1ccc(C(C(=O)NCC2CCCO2)N(Cc2ccccc2)C(=O)c2snc(C(N)=O)c2N)cc1OC (centres undefined)	-12.3%	-9.8%
CC(=O)c1ccc(NC(=O)c2cc(C)nc3ccccc23)cc1	-25.2%	-13.2%
O=C(Nc1ccc2nc3n(c(=O)c2c1)CCCCC3)c1ccccc1[N+](=O)[O-]	5.7%	18.9%
COc1ccc(CC(=O)NNC(=O)c2cc(C)[nH]n2)cc1	-20.3%	-0.1%
CC1CCCN(CCCNC(=O)c2ccc(N3CCCC3=O)cc2)C1 (centres undefined)	-16.0%	-1.7%
COc1cc(C)c(C)cc1S(=O)(=O)n1c(C)nc2ccccc21	-11.1%	11.0%

SMILES	NOD1 NF-kB reporter	HEK293 NOD2/NF-kB
CCc1ccccc1NCc1cc(=O)oc2cc(C)ccc12	16.7%	13.9%
CCCCOc1ccc(N2CC(C(=O)NCc3ccco3)CC2=O)cc1 (centres undefined)	-52.4%	5.2%
O=C(/C=C/c1cccc(F)c1)NCCCn1ccnc1	6.4%	-4.8%
COC(=O)Cc1c(CSc2ccccc2)oc2ccc(O)c(CN(C)C)c12	-9.3%	-1.1%
COc1ccc([N+](=O)[O-])cc1-c1[nH]c(-c2ccc(C(=O)O)cc2)nc1-c1ccccc1	-5.0%	13.5%
Nc1nc2c(s1)CCc1ccccc1-2	-11.8%	-23.5%
Cc1nc(N2CCC(C)CC2)c2c(C)c(C(=O)Nc3ccc4c(c3)OCCO4)sc2n1	-14.4%	2.0%
O=C1C(=O)N(CCN2CCOCC2)C(c2ccc([N+](=O)[O-])cc2)/C1=C(/O)c1ccc2c(c1)OCO2 (centres undefined)	-27.9%	-6.7%
CS(=O)(=O)c1ccc2nc(NC(=O)c3ccc(Cn4cc(Br)cn4)o3)sc2c1	-12.7%	-1.0%
